Assay outcomes (PubChem)
Chronic BCR inh = chronic active BCR signaling inhibition | hit rate 0.05% among 340,000 | Potency, µM (top dose mostly 46.1 µM), for the others: at the top dose ratio change, negative = lower green/red ratio, hits mostly inhibitors | ABC-DLBCL IkBa-CBG/CBR reporter, luminescence ratio, 4 h | AID 493014; active means well fitted inhibition curve with a large enough effect in the signal ratio, with a control signal flat, not every such curve was filed as active; inconclusive means small, poorly fitted or top-dose-only effect, or effect the other way, or a change in a side signal; the % refers to the signal ratio;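 further: potency means the concentration at half of the fitted maximal effect; plate controls were basal doxycycline-induced cells for no effect and cells given 10 µM MG132 for full effect; MG132 reads +100%, hits lower the ratio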
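Compounds up to 46 uM were incubated four hours with TMD8 cells whose green CBG68 luciferase is fused to IkappaBalpha; red CBR luminescence normalised the signal, and concentration-effect curves were fitted to fusion, red and ratio data.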
PKM2 act = increases activity of human pyruvate kinase M2. purified PKM2, Kinase-Glo ATP luminescence, activation; response scale: 0% is enzyme alone, no compound. Potency, µM (top dose mostly 57.5 µM), inactives show at the top dose activation, most hits filed as activators. hit rate 0.34% among 260,000; further: potency means the concentration at half of the fitted maximal effect; on the % scale 0 is the no-effect control and ±100 the full control effect; nearly all actives have a fitted effect of over 55% in size
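hPK-M2, >95% pure; 0.1 mM ADP / 0.5 mM PEP final; imidazole pH7.2 buffer w/ 7 mM MgCl2, 50 mM KCl; 1 h RT; Kinase-Glo lum. Intermediate enzyme activity for dual inhibitor/activator qHTS.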
GALK inh = inhibitors of human galactokinase | hit rate 0.007% among 270,000 | AID 1868 | Purified GALK, Kinase-Glo residual ATP luminescence | P51570 | Potency, µM (titrated, usually from 57.5 µM), for inactives: at the highest dose activity change, negative = inhibition, usual class: inhibitors; further: potency means the concentration at half of the fitted maximal effect; on the % scale 0 is the no-effect control and ±100 the full control effect
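Luminescence from leftover ATP (Ultra-Glo luciferase/luciferin) served as read-out after a 1 h room-temperature reaction of 5 nM GALK with 35 uM ATP and 100 uM galactose.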
S-ASM inh = inhibitors of human secretory acid sphingomyelinase. placental ASM, HMU-PC fluorogenic substrate, 60 min. Potency, µM (series often up to 57.5 µM), without a hit: at the top dose activity change, negative = inhibition, usual class: inhibitors. hit rate 0.006% among 340,000. AID 504937; further: potency means the concentration at half of the fitted maximal effect
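Human placenta-derived ASM preincubated with compound 10 min at room temperature, then reacted with 9 uM (final) fluorogenic HMU-PC substrate for 60 min at 37 C. Stop solution raises pH to 10; fluorescence read at Ex 386/Em 447 nm.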
Coupling enz = inhibits coupling enzyme system, counter-screen for aldolase hits | coupling enzyme system counterscreen, AmpLite Red fluorescence | activity change, negative = inhibition, % at 58.2 µM, hits read low | hit rate 0.67% among 290,000 | AID 2472; in the data active means activity change below about -30%; further: on the % scale 0 is the no-effect control and ±100 the full control effect
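Counterscreen lacking aldolase: glyceraldehyde-3-phosphate coupling-enzyme reagent preincubated 10 min at RT with compound (at 57.5 uM final), then substrate/coupling system with AmpLite Red added; fluorescence read at 525/598 nm after 20 min RT.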
PTAP TSG101 blk = blocks PTAP/TSG101 interaction to inhibit HIV-1 budding; Q99816; Fluorescence polarization, FITC-PTAP peptide / Tsg101 binding; Potency, µM (top dose mostly 115 µM), inactives show at the top dose activity change, negative = inhibition, hits mostly inhibitors; 340,000 tested, under 10 active; AID 493005; active means well fitted inhibition curve with a large enough effect in the main read-out, with a control signal flat, not every such curve was filed as active; inconclusive means small, poorly fitted or top-dose-only effect, or effect the other way, or a change in a side signal; inactive means no such curve, though single readings can be large or run the other way; further: potency means the concentration at half of the fitted maximal effect; % of control where 0% means no effect
Target sequence (Q99816 whole entry, looked up): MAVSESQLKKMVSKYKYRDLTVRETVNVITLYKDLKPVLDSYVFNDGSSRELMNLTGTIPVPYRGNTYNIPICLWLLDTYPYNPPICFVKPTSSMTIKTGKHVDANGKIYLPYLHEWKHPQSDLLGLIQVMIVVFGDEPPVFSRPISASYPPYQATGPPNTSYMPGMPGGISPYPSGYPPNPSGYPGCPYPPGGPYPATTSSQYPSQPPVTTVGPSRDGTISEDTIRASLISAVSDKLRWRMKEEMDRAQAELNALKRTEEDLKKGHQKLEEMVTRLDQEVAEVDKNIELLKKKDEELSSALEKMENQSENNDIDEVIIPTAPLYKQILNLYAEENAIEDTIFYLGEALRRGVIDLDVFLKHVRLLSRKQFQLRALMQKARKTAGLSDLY
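Fluorescence polarization binding of Tsg101 binding domain (10 uM final) to FITC-labeled PTAP peptide (50 nM final) in HEPES pH 7.5 buffer with NaCl, Tween 20, EDTA, TCEP. Compounds added before peptide; binding 20 min at RT.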
Menin-MLL TR inh = inhibitors of human menin-MLL interaction, mutant MLL peptide | hit rate 0.23% among 270,000 | Menin + Texas Red MLL mutant peptide, fluorescence polarization | AID 1768 | Potency, µM (doses to about 61.6 µM), for the others: at the top dose FP activity change, negative = inhibition, most hits filed as inhibitors | O00255; active means well fitted inhibition curve with a large enough effect in the polarisation, with a control signal flat, not every such curve was filed as active; inconclusive means small, poorly fitted or top-dose-only effect, or effect the other way, or a change in a side signal; inactive means no such curve, though single readings can be large or run the other way; the % refers to the polarisation; further: potency means the concentration at half of the fitted maximal effect; % of control where 0% means no effect; many of its hits are not listed in these tables
Target sequence (O00255 whole entry, looked up): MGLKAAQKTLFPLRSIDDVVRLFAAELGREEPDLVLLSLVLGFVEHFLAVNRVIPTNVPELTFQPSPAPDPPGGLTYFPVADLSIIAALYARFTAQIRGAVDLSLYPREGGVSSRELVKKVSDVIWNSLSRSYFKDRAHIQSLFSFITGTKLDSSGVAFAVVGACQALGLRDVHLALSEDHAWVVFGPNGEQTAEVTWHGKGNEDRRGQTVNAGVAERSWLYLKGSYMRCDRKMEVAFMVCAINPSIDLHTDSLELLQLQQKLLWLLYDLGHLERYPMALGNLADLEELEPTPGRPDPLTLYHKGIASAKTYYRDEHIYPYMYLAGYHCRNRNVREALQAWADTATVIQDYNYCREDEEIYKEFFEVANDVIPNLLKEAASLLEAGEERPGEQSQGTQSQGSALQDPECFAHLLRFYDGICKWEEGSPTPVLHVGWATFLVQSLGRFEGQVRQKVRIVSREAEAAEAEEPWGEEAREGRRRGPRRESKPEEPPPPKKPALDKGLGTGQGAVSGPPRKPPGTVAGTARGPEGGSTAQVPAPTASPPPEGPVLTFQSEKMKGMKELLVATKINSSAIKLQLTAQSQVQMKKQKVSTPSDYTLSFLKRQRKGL
B2AR arrestin = agonists driving beta-arrestin recruitment to human beta2-adrenergic receptor; P07550; beta-arrestin recruitment to beta2AR, cell-based reporter; Potency, µM (highest dose often 46.1 µM), for inactives: at the top dose activation, actives largely listed as activators; hit rate 0.02% among 330,000; AID 492947;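 further: potency means the concentration at half of the fitted maximal effect; 0% = DMSO controls and full agonism = EC100 isoproterenol or metaproterenol; nearly all actives have a fitted effect of over 65% in size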
Giardia killer = kills Giardia lamblia; Giardia lamblia trophozoite viability; activity change, % at 7.66 µM, hits read low; hit rate 0.15% among 340,000; AID 540267; in the data active means activity change below about -80%; inconclusive means between about -30% and that limit;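 further: parasites exposed to compound for two days anaerobically before the ATP read; on the % scale 0 is the no-effect control and ±100 the full control effect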
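ATP-content bioluminescence gauges trophozoite survival. Cells (100/well) receive compound and incubate anaerobically for 48 hrs at 37 deg C; detection reagent follows for 15-30 min at room temperature.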
Tb PFK block = inhibitors of T. brucei phosphofructokinase; O15648; AID 485367; T. brucei PFK, ADP-Glo luminescence; hit rate 0.17% among 330,000; Potency, µM (series often up to 57.5 µM), without a hit: at the top dose activity, negative = inhibition, usual class: inhibitors;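 further: potency means the concentration at half of the fitted maximal effect; 0% = uninhibited 1x PFK enzyme wells and -100% = no-enzyme wells; nearly all actives have a fitted effect of over 60% in size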
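1.25 nM PFK with 0.5 mM F6P and 0.1 mM ATP in 0.1 M TEA pH 8.0, 5 mM MgCl2, incubated 45 min at room temperature; ADP measured by ADP-Glo luminescence; compounds titrated up to 57 uM.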
Integrin act MD = activates integrin-mediated alleviation for muscular dystrophy | alpha7betagal myoblasts, beta-gal FDG fluorescence, 48 h | Potency, µM (highest dose often 38.3 µM), inactives show at the top dose activation, most hits filed as activators | hit rate 0.064% among 350,000;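 further: potency means the concentration at half of the fitted maximal effect; 100% = response of the positive control SU9516; nearly all actives have a fitted effect of over 60% in size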
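alpha7betagal+/- myoblasts (passage 13, 250/well) treated 48 h at 37C with compounds at 1:260 dilution of DMSO stock. Lysed, then beta-galactosidase activity read as FDG fluorescence (ex 480/em 540) after 30 min, with pre-read for autofluorescence.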
The depositor's hits bear a star; ? = inconclusive; / = not tested or not shown; [ ] = remark or other dose. Unless noted, the call rests on the fitted dose curve; in most records, active means well fitted curve in the direction sought with a large enough effect; inconclusive means small, poorly fitted or top-dose-only effect, or another doubt; inactive means no such curve, though single readings can be large; an effect the other way counts as inactive or inconclusive. This is a subset; count on the stated rates, not on these rows.

SMILES	Chronic BCR inh	PKM2 act	GALK inh	S-ASM inh	Coupling enz	PTAP TSG101 blk	Menin-MLL TR inh	B2AR arrestin	Giardia killer	Tb PFK block	Integrin act MD
O=C(Cn1c2ccc(F)cc2c2nc3n(c(=O)c21)CCS3)Nc1ccc(Cl)cc1F	-6%	7%	4%	51%[activator]	7	-6%	?	0.0%	-27	-2%	-55%[inhibitor]
O=C(c1cc([N+](=O)[O-])ccc1N1CCOCC1)N1CCN(S(=O)(=O)c2ccc(F)cc2)CC1	-2%	/	/	-12%	/	-9%	/	0.3%	-25	-2%	10%
O=C(OCC(=O)N1CCC(Cc2ccccc2)CC1)c1ccccc1F	3%	/	/	-5%	/	-10%	/	-0.1%	-4	-1%	3%
O=C1CCCC(=O)C1=C1SCCS1	0%	-1%	0%	2%	1	-3%	3%	-0.4%	-3	1%	-5%
COCCn1c(N)c(N(Cc2ccccc2)C(=O)c2ccc3ccccc3c2)c(=O)[nH]c1=O	-3%	1%	0%	5%	0	-2%	-11%	0.2%	-16	6%	-10%
COC(=O)c1[nH]c2ccccc2c1CN1CCOCC1	-8%	1%	-6%	2%	0	5%	6%	-1.0%	-5	2%	-50%[inhibitor]
Cc1c(/C=N\NC(=O)c2c[nH]c3ccccc23)cnn1C	?	2%	11%	1%	2	-4%	2%	0.2%	-10	2%	8%
COc1ccc2sc(-c3ccccc3OC)c(-c3ccc(OC)c(F)c3)c2c1	?	/	/	-2%	/	2%	/	0.1%	-12	-9%	2%
CCOc1cc(/C=C2\C(=O)N(CCC#N)N=C2C)ccc1OCC(N)=O	-2%	-6%	7%	2%	-5	-14%	-24%	0.2%	15	?	4%
Cc1ccc(Sc2nc([N+](=O)[O-])nn2C)cc1	-3%	6%	-3%	3%	4	0%	-1%	5.0%	-22	-13%	27%
CCC(=O)NNC(=O)c1c(O)c2ccccc2[nH]c1=O	0%	-1%	3%	-3%	-6	-5%	0%	0.0%	5	-1%	1%
O=C1/C(=C/c2ccccc2)SC(=S)N1N1C(=O)C2CC2C1=O (centres undefined)	0%	2%	-8%	-5%	2	-3%	25%	-0.7%	-11	13%	-1%
CCCn1c(N2CCN(C(=O)Nc3ccc(Cl)cc3)CC2)nc2ccccc21	?	3%	-1%	-1%	0	-3%	15%	0.2%	15	-1%	?
Cc1cc(C)cc(N(C(=O)CCC(=O)Nc2cc(C)on2)C(C(=O)NC2CCCC2)c2ccco2)c1 (centres undefined)	-6%	-1%	1%	-2%	0	-9%	-18%	0.0%	19	4%	16%
CSc1ccccc1NC(=O)Cn1nc([N+](=O)[O-])c(Cl)c1C	?	-2%	-1%	1%	5	-2%	?	0.2%	-29	-1%	9%
COc1cc(/C=N/NC(=O)c2cc[n+]([O-])cc2)cc(OC)c1OC	-10%	-4%	-1%	-3%	3	-1%	9%	-0.1%	6	1%	-9%
CCc1ccc(C2C(C#N)=C(N)N(N(C)C)C3=C2C(=O)CCC3)cc1 (centres undefined)	1%	/	-1%	1%	0	-1%	6%	-0.9%	2	-3%	-5%
CCN1C(=O)c2n[nH]c(C(=O)OC)c2C1=O	?	2%	-1%	3%	7	0%	-8%	0.5%	-10	14%	-16%[1.53 µM]
O=C(CSc1nc2sc3c(c2c(=O)[nH]1)CCC3)NCCO	9%	1%	0%	4%	-1	-1%	/	-0.6%	-21	0%	-19%
CCCCCOC(=O)Nc1ccc(S(=O)(=O)Nc2cccc([N+](=O)[O-])c2)cc1	11%	5%	0%	-27%	-6	-9%	?	-0.7%	15	-2%	-10%
O=C(CCCSc1nnc(SCCCC(=O)c2ccc(F)cc2)s1)c1ccc(F)cc1	0%	3%	-3%	2%	1	-1%	2%	-0.5%	-11	-23%	-12%
Cc1cc(NC(=O)CCN2CCN(CCO)CC2)ccc1Br	2%	-4%[11.5 µM]	8%	0%	-1	-7%	-9%	0.5%	-15	-1%	-10%
COc1ccc(C(=O)N2CCC(CCC(=O)Nc3cccc(C)c3)CC2)cc1	5%	/	1%	5%	/	-6%	/	-0.8%	-23	-4%	26%
O=C(CCNS(=O)(=O)c1ccccc1)OCc1nc2ccsc2c(=O)[nH]1	-1%	/	/	-1%	/	-1%	/	-0.7%	12	2%	0%
CCCc1ccc(OCc2nc(-c3ccc(NC(=O)c4ccco4)cc3)no2)cc1	1%	11%	7%	-3%	6	3%	-5%	-0.7%	-5	-27%	-41%
CC1CCCCC12NC(=O)N(CC(=O)Nc1ccc(N3CCCCC3)cc1)C2=O (centres undefined)	19%	/	/	-6%	/	3%	/	0.1%	-10	-1%	17%
O=C(COC(=O)C1C2CC3OC(=O)C1C3C2)Nc1ccc(Cl)cc1 (centres undefined)	0%	-4%	-4%	4%	2	-15%	0%	0.1%	-7	1%	-11%
Cc1cccc(NC(=O)CNC(=O)CN2C(=O)NC3(CCCc4ccccc43)C2=O)c1C (centres undefined)	-5%	/	/	-2%	/	0%	/	0.0%	-2	-15%	6%
COc1ccc(OC)c(NC(=O)COC(=O)c2nc(Cl)ccc2Cl)c1	-11%	-1%	9%	4%	1	-4%	-15%	-0.2%	6	-5%	-20%
CCOc1ccccc1/C=C(\C(=O)O)c1ccc(S(=O)(=O)N2CCCCC2)s1	1%	/	/	24%	/	-6%	/	-1.5%	-5	-18%	14%
Cc1cc(C(=O)NN)c(C)o1	?	-1%	-2%	-3%	-1	-3%	0%	-0.9%	3	-6%	?
CC1CCc2c(C(=O)Nc3nccs3)csc2C1 (centres undefined)	?	-2%	-1%	-7%	0	2%	?	-1.1%	7	-1%	11%
CCCCNc1nc2ccccc2nc1NS(=O)(=O)c1cccs1	7%	6%	3%	6%	4	-4%	24%	-1.4%	-6	0%	21%
Cn1cc([N+](=O)[O-])c(C(=O)NCc2cc3cc(Cl)ccc3[nH]2)n1	2%	-1%	2%	-4%	3	-2%	5%	-0.2%	2	-1%	-7%
Cc1ccc(N/N=C/c2ccc(N3CCOCC3)cc2)cc1C	1%	20%	-3%	-2%	-2	-3%	4%	-0.6%	-5	-8%	-42%
NC(=O)C[C@@H]1NC(=O)c2cc([N+](=O)[O-])cc(F)c2NCCCC[C@@H](C(N)=O)NC(=O)[C@H](CO)NC1=O	1%	2%	/	/	4	/	-9%	-0.7%	/	5%	/
O=C(NNC(=O)c1ccc(F)c(S(=O)(=O)N2CCOCC2)c1)c1ccc([N+](=O)[O-])cc1	0%	/	/	-6%	/	-1%	/	-0.1%	-4	-1%	?
Cc1ccc(S(=O)(=O)N2CCCCC2)cc1C(=O)Nc1ccc(S(=O)(=O)Nc2ncccn2)cc1	4%	1%	1%	0%	5	-4%	/	0.5%	36[activator]	-2%	14%
CCN(CC)S(=O)(=O)c1cc(NC(=O)C2CSC3(C)CCC(=O)N23)ccc1C (centres undefined)	?	/	/	5%	/	-2%	/	-0.1%	9	-9%	-19%
NS(=O)(=O)c1ccc(CCNC(=O)c2ccc(Cn3c(=O)[nH]c4ccccc4c3=O)cc2)cc1	-4%	6%	1%	3%	3	-2%	6%	-0.1%	-20	4%	?
Cc1ccc(OC2CCN(C(=O)C3CCC(=O)N(C4CC4)C3)CC2)cc1 (centres undefined)	0%	-1%	6%	-1%	/	/	/	-0.3%	6	-5%	-28%
COc1ccc(C=O)cc1COc1ccc(Cl)cc1[N+](=O)[O-]	2%	-1%	0%	-3%	1	-1%	22%	-0.2%	12	0%	29%
Cc1ccc(CNC(=O)c2cn(C)c3ccc(S(=O)(=O)N4CCOCC4)cc3c2=O)cc1	?	/	3%	-6%	/	-4%	/	0.0%	5	1%	-19%
Clc1ccccc1-c1ncc2ccccn12	-11%	5%	1%	8%	-4	-3%	-7%	0.0%	7	?	-14%
CCn1nnnc1SCC(=O)Nc1ccc(OC)cc1	0%	1%	-5%	1%	-1	-2%	28%	-0.5%	-1	0%	24%
CCOc1ccc(S(=O)(=O)NCCCn2ccnc2)cc1	5%	0%	7%	0%	-1	-3%	-3%	-0.4%	5	0%	-6%
Cc1noc(C)c1NC(=O)Nc1cccc2c1O[C@@H](CN(C)C(=O)Nc1ccc3c(c1)OCO3)[C@@H](C)CN([C@H](C)CO)C2=O	-4%	/	/	2%	/	-2%	/	-1.1%	6	1%	-9%
